# PNC inhibitor: blocks assembly of the perinucleolar compartment. PC3M PTB-GFP, PNC prevalence imaging, 16 h; stronger effect = lower value. activity change (PNC), negative = inhibition, % at 10 µM. 3.1% of 140,000 active;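 active means readout at or below -70, meaning at least 70% loss of cells showing the perinucleolar compartment, a nuclear body marking cancer cells; inconclusive means readout between -30 and a set limit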;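 further: plate controls were DMSO wells for no effect and camptothecin positive control wells for full effect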
#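 PC3M cells stably expressing PTB-GFP, 750–1000 cells/well, treated 16 h at 37 °C with compound (23 nl of library stock), in duplicate. After paraformaldehyde fixation and Hoechst stain, imaged at 20x; PNC prevalence scored by image analysis.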
# ALOX15B inhib: blocks human 15-lipoxygenase 2 activity. O15296. purified 15hLO-2, xylenol orange hydroperoxide absorbance. Potency, µM (titrated, usually from 57.1 µM), inactives show at the highest dose activity change, negative = inhibition, usual class: inhibitors. 0.56% of 110,000 active. AID 881; further: potency means the concentration at half of the fitted maximal effect; nearly all actives have a fitted effect of over 60% in size; many of its hits are not listed in these tables
#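 Purified human 15hLO-2 (50 nM) preincubated 15 min with compound, then 45 uM arachidonic acid for 90 min at RT in 25 mM Hepes pH 7.5, 0.01% Triton X-100. Hydroperoxide detected by Fe-xylenol orange; 573/405 nm absorbance ratio.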
# IMPase inh: cell-permeable inhibitors of inositol monophosphatase (IMPase); CHO-M1 cells, IP1 accumulation, HTRF TR-FRET ratio; 120,000 tested, under 10 active; inhibition (IP1 accumulation), % at 46.1 µM; P97697; active means well fitted curve in the direction sought with a large enough effect in the signal ratio, not every such curve was filed as active; inconclusive means small, poorly fitted or top-dose-only effect, or a change in a side signal; inactive means no such curve, though single readings can be large or run the other way; the % refers to the signal ratio;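 further: cells stimulated with carbachol in lithium chloride buffer; plate controls were DMSO basal wells for no effect and reference inhibitor wells for full effect; higher means more IMPase inhibition seen as more IP1 and lower FRET ratio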
# Target sequence (P97697 whole entry, looked up): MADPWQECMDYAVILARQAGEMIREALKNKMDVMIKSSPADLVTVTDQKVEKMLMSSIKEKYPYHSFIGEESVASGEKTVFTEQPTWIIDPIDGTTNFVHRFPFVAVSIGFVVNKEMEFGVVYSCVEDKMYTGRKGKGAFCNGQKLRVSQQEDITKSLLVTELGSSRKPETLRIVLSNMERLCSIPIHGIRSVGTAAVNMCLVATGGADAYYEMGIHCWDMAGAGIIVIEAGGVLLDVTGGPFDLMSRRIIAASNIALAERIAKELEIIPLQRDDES
#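 Seeded CHO-M1 cells were dosed with compound at up to 46 uM, stimulated with carbachol for 30 min, then lysed in IP-One detection reagents. Higher IP1 lowers the TR-FRET signal.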
# 12-hLO inh: inhibitors of human 12-lipoxygenase (ALOX12); P18054; purified 12-hLO, xylenol orange hydroperoxide absorbance; Potency, µM (doses to about 57.1 µM), for the others: top-dose activity change, negative = inhibition, hits mostly inhibitors; 0.12% of 150,000 active; AID 1452; further: potency means the concentration at half of the fitted maximal effect; nearly all actives have a fitted effect of over 55% in size; many of its hits are not listed in these tables
# Target sequence (P18054 whole entry, looked up): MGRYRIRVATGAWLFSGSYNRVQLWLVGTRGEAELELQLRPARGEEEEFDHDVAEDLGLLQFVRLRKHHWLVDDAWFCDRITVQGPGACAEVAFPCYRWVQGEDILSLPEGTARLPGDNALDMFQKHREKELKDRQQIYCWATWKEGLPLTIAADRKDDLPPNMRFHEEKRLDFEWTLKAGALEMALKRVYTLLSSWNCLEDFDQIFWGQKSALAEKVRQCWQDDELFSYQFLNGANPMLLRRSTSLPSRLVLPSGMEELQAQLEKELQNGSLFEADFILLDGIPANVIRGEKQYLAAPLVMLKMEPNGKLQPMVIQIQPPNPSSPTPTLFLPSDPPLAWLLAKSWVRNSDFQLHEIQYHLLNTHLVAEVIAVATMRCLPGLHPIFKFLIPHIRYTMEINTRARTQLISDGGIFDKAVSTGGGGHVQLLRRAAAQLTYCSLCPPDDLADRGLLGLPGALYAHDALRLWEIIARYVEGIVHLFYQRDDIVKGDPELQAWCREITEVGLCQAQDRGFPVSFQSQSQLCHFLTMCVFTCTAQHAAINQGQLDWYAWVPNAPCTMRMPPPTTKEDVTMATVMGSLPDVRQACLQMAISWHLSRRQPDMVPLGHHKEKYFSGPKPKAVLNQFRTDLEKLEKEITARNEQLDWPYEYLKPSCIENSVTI
#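 Hydroperoxide output read as Fe(III)-xylenol orange absorbance, 573-to-405 nm ratio, after 30 min reaction with 40 uM arachidonic acid. Enzyme: 150 nM purified human 12hLO, 15 min compound preincubation; 25 mM Hepes pH 7.0, room temperature.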
# * = called active by the depositor; ? = inconclusive; · = not tested or not shown; & = joins results of further samples; [ ] = remark or other dose. Unless noted, the call rests on the fitted dose curve; in most records, active means well fitted curve in the direction sought with a large enough effect; inconclusive means small, poorly fitted or top-dose-only effect, or another doubt; inactive means no such curve, though single readings can be large; an effect the other way counts as inactive or inconclusive. Unless noted, on the % scale 0 is the no-effect control and ±100 the full control effect.
SMILES	PNC inhibitor	ALOX15B inhib	IMPase inh	12-hLO inh
O=C(CCn1c(=O)oc2ccccc21)NCc1ccc2c(c1)OCO2	18	-3%	7	-1%
COc1cc(C(=O)N[C@H](C(=O)NC2CCCCCC2)C(C)C)cc(OC)c1OC	?	0%	11	3%
CCN(CC)S(=O)(=O)c1ccc(N2CCOCC2)c(NS(=O)(=O)c2ccc(C)cc2)c1	9	·	·	-1%
Cc1c(C(=O)N2CCN(Cc3ccccc3)CC2)sc2ncnc(N3CCOCC3)c12	40	4%	-4	10%
CCCCN(Cc1ccco1)C(=O)c1cc2c(=O)[nH]c3ccc(C)cc3c2s1	19	6%	0	-9%
Cn1c2c(c(O)c(-c3ccccc3)c1=O)C(=O)CC(C)(C)C2	5	·	·	3%
COc1cccc(N2C(=O)C3CCCN3C2c2ccc(Cl)cc2)c1 (stereo not drawn)	?	0%	3	-1%
COc1ccc(-n2nnnc2-c2cn(C)nc2C(F)(F)F)cc1	27	·	2	2%

# Retrieved one by one from above, five records:
SMILES	PNC inhibitor	ALOX15B inhib	IMPase inh	12-hLO inh
O=C(CCn1c(=O)oc2ccccc21)NCc1ccc2c(c1)OCO2	18	-3%	7	-1%
CCCCN(Cc1ccco1)C(=O)c1cc2c(=O)[nH]c3ccc(C)cc3c2s1	19	6%	0	-9%
Cc1c(C(=O)N2CCN(Cc3ccccc3)CC2)sc2ncnc(N3CCOCC3)c12	40	4%	-4	10%
COc1cc(C(=O)N[C@H](C(=O)NC2CCCCCC2)C(C)C)cc(OC)c1OC	?	0%	11	3%
COc1ccc(-n2nnnc2-c2cn(C)nc2C(F)(F)F)cc1	27	·	2	2%

# Next section.
SMILES	PNC inhibitor	ALOX15B inhib	IMPase inh	12-hLO inh
O=C1CSc2ccc(C(=O)N3CCN(c4ccccn4)CC3)cc2N1	?	8%	6	-1%
Cc1ccc(/C=N\Nc2cn[nH]c(=O)c2Cl)cc1	-29	-7%	-5	-4%
COC(=O)C1=CN(C)C=C(C(=O)OC)C1c1ccc(Cl)cc1Cl	-80*	8%	10	2%
COc1ccc(C2C(C(=O)NCCN(C)C)c3cc(OC)c(OC)cc3C(=O)N2C)cc1OC (stereo not drawn)	-81*	7%	-3	3%
COc1ccc(N2C(=O)CSC2c2cccc(OC)c2OC)cc1 (stereo not drawn)	21	·	·	0%
CCOC(=O)c1c(N)n[nH]c1-c1ccc(OC)cc1	24	8%	9	-2%
CC1=C(C(=O)N(C)C)C(c2cccc(Cl)c2)NC(=O)N1 (stereo not drawn)	35	1%	-8	-3%
c1ccc(-n2c(Sc3cnccn3)nnc2-c2cccs2)cc1	?	4%	-4	-4%
CCOC(=O)CSc1nnc(CSc2nc3ccccc3s2)n1C	-97*	-4%	-1	7%
Cc1cnc(-c2nnc(N(C)C(=O)c3cccnc3)s2)cn1	25	0%	-7	-3%
Cc1ccccc1N=Cc1cc2c(cc1[N+](=O)[O-])OCO2	14	·	·	-1%
COc1ccc(NC(=O)CSc2nc3c(c(=O)n2-c2ccc(F)cc2)SCC3)cc1	?	-6%	1	0%
Cc1c(Cl)c([N+](=O)[O-])nn1CCCC(=O)Nc1cccc(Cl)c1	0	·	-8	1%
O=C(NNC(=O)c1cccnc1SCc1cccc([N+](=O)[O-])c1)c1ccc(F)cc1	-87*	·	-8	-3%
C=CCn1c(=O)c2ccccc2n2c(SCC(=O)Nc3sc(C(=O)N(CC)CC)c(C)c3C(=O)OCC)nnc12	93	·	·	-3%
COc1ccc(NC(=O)Cn2c(=O)n(Cc3ccco3)c(=O)c3ccccc32)cc1	-3	0%	6	-2%
COc1cc(NC(=O)Cn2nc(C(F)(F)F)c3c2CCCC3)cc(OC)c1OC	-11	-3%	7&11	4%
CC(C)(C)c1ccc(C(=O)N2CCN(c3nc4ccccc4o3)CC2)cc1	-23	10%	-2	3%
O=C(NC1CCCC1)C1CCC(=O)N1CCc1ccccc1 (stereo not drawn)	-24	0%	0	4%
CCCn1nc(Oc2nc(NCC)nc(NC(C)C)n2)ccc1=O	55	2%	7	6%
CCOc1ccc(NC(=S)NN2CCN(C)CC2)cc1	-19	·	·	1%
O=C(COc1ccc(Cl)cc1)OCC(=O)N1CCCC1	15	10%	10	-2%
Cc1ccc(C2=NC3(CCCC3)N=C2SCC(=O)Nc2ccc3c(c2)OCCO3)cc1	?	·	·	-1%
Fc1cccc(NC(=S)NCc2ccc(Cl)cc2)c1	20	·	·	-4%

# The list continues.
Structure | PNC inhibitor | ALOX15B inhib | IMPase inh | 12-hLO inh
CCOc1ccc(=O)n(-c2ccccc2)n1 | 19 | · | 4 | 7%
CN(C)S(=O)(=O)c1ccc(C(=O)N(c2ccccn2)c2ccccn2)cc1 | -3 | -3% | 4 | -3%
Cc1cc2nnc(SCC(=O)N3C(C)CCCC3C)n2c(N)n1 (stereo not drawn) | -2 | -1% | 16 | 8%
COc1ccc(S(=O)(=O)N(C)CC(=O)Nc2ccc3c(c2)OCCO3)cc1OC | 8 | 1% | -7 | -1%
Cc1ccc(O)c(-c2cc(C(F)(F)C(F)F)[nH]n2)c1 | -7 | -8% | 5 | -20%
O=C(NNS(=O)(=O)c1ccccc1[N+](=O)[O-])c1cccc([N+](=O)[O-])c1 | 8 | · | · | -6%
COc1ccc(C(=O)Oc2c(CN3CCOCC3)cc(Cl)c3cccnc23)cc1 | ? | 17% | -2 | -18%
COc1ccc2nc(NC(=O)CSc3nc4cccnc4n3C)sc2c1 | 7 | 7%[2.29 µM] | ? | 5%
CCOC(=O)NC(C(F)(F)F)(C(F)(F)F)P(=O)(c1ccccc1)c1ccccc1 | 45 | -7% | 8 | 6%
CN1CCc2c(sc3c2c(=O)n(-c2ccc(Cl)cc2)c2nncn32)C1 | 28 | 2% | 8 | -9%
COC(=O)C1(Cc2ccccc2)NC(c2ccc(F)cc2)C2C(=O)N(C)C(=O)C21 (stereo not drawn) | 36 | · | 11 | 0%
Cc1cccc2nc(C(F)(F)F)nc(=O)n12 | -16 | -6% | -4 | -5%
Cc1ccc(NC(=O)COC(=O)/C=C/c2ccco2)cc1S(=O)(=O)N(C)C | 1 | · | 9 | -5%
Cc1ccc(-n2ncc3c(=O)[nH]c(SC(C)C)nc32)cc1 | ? | · | 0 | 2%
CCCCN(CCCC)S(=O)(=O)c1ccc(C(=O)Nc2nnc(CSC)o2)cc1 | 1 | 17% | -1 | -4%
CCOC(=O)c1c(-n2c(C)cc(C=O)c2C)sc2c1CCCC2 | 74 | -7% | 4 | -10%
CCCCCCC(=O)Nc1nc(C)c(-c2csc(Nc3cc(Cl)ccc3C)n2)s1 | 33 | 31%[activator] | -2 | -3%
Cc1ccc(C(=O)COC(=O)C(C)N2C(=O)C3C4C=CC(C4)C3C2=O)cc1 (stereo not drawn) | -8 | · | · | -1%
COC(=O)c1ccc(NC(=O)CN2C(=O)CCC2=O)cc1 | 14 | -5% | 0 | -4%
CCOC(=O)N1CCC(NS(=O)(=O)c2cc3c(cc2Cl)NC(=O)CO3)CC1 | 22 | 5% | 5 | 2%
CCC(=O)c1ccc(OCC(=O)Nc2nn3cnnc3s2)cc1 | -18 | 3% | 2 | -4%
CCNC(=O)CCS(=O)(=O)c1ccc2ccccc2c1 | -16 | · | -3 | -1%
CCCc1nc2ccccc2c(C(=O)OCC(=O)NCc2ccco2)c1CC | ? | 7% | -5 | 1%
CCOc1ccc(S(=O)(=O)NCCSc2ccccc2)cc1 | ? | 7% | -9 | 0%
Cc1c(NC(=O)Nc2ccc(Cl)c(Cl)c2)c(=O)n(-c2ccccc2)n1C | ? | -5% | 8 | -7%
COc1ccc(-n2cnc3c(cnn3CCC#N)c2=N)cc1 | ? | 2% | 5 | -1%
CCc1ccc(C2CC(c3ccc(Cl)cc3)=NNC2=O)cc1 (stereo not drawn) | 38 | -11% | 0 | -14%
COC(=O)CS(=O)(=O)c1cc(Br)cc2c1N(C(C)=O)CC2 | ? | -2% | 0 | 3%
COc1ccc(C)c2sc(=NC(=O)c3ccccc3)n(C)c12 | -9 | 0% | ? | -3%
COc1cc(C(=O)NCCC(C)C)ccc1OCc1ccc(Cl)cc1Cl | -14 | · | · | 1%
CCOc1cc2[nH]c(=O)n(CCC(=O)NCc3ccc(OC)cc3)c(=O)c2cc1OCC | 68 | · | 3 | 6%
COc1ccc(-n2nc(C(=O)Nc3ccc4c(c3)OCO4)c3c4ccccc4n(C)c3c2=O)cc1 | ? | -3% | 4 | 6%
CN1C=CC=C/C1=C(\C#N)c1nc2ccccc2[nH]1 | ? | -16% | ? | -7%
COCCN(C(=O)Cn1nnc2ccccc21)C(C(=O)NC1CCCC1)c1cccc(OC)c1OC (stereo not drawn) | ? | -4% | 4 | -6%
O=C(N/N=C/c1cccc(Br)c1)c1ccc(Cn2cc(Br)cn2)o1 | 6 | · | · | -5%
O=C1c2ccccc2NC(c2ccc(F)cc2)N1Cc1ccco1 (stereo not drawn) | -3 | -4% | -14 | 9%
C/C(NC(=O)c1ccccc1)=C1/C(=O)CC2C1C2(C)C (stereo not drawn) | 10 | 9% | 9 | -6%
COc1ccc(C2NC(=O)NC(c3ccccc3)=C2c2nc3ccccc3s2)cc1 (stereo not drawn) | 12 | -5% | 6 | -11%
COc1ccccc1N1CCN(C(=O)c2oc3ccc(Br)cc3c2C)CC1 | -95* | · | · | 0%
C/C(=N\NC(=O)Cn1c(-c2ccccn2)nc2ccccc21)c1ccccc1 | -23 | · | · | 2%
FC(F)(F)c1nc2ccccc2nc1N/N=C\c1ccccc1 | 47 | · | 6 | 0%
CCN(Cc1ccccc1)Cc1c(C)[nH]c2c(C)c(C)ccc2c1=O | 25 | 14% | -3 | 0%
COC(=O)[C@@H]1[C@@H]2C[C@H]3c4[nH]c5cc(OC)ccc5c4CCN3C[C@@H]2C[C@H](OC(=O)/C=C\c2cc(OC)c(OC)c(OC)c2)[C@H]1OC | · | 24%[25.6 µM] | 1[20.6 µM] | -4%[25.6 µM]
CC12CCC(C(=O)Nc3ccc4c(c3)OCCO4)(OC1=O)C2(C)C (stereo not drawn) | -5 | -2% | 2 | -4%
CN1CCN(C(=O)c2cc3nc(-c4ccc(Cl)cc4)cc(C(F)(F)F)n3n2)CC1 | 1 | 11% | 3 | -4%
CC(C)CN1CC[C@@]2(CCCN(C(=O)c3cccc(F)c3)C2)C1 | · | 12% | · | -3%
CC1CCN(C(=O)c2ccc(S(=O)(=O)Cc3cccc(F)c3)c([N+](=O)[O-])c2)CC1 | 7 | · | · | -1%
COc1ccc([N+](=O)[O-])cc1NC(=O)CCN1CCN(c2ccccc2OC)CC1 | ? | · | · | 2%
COc1cccc(NC(=O)CSc2nncn2N)c1 | -1 | 0% | 3 | 5%
Cc1cc(NC(=O)CSc2nnc(-c3ccncc3)n2N)ccc1Br | -89* | 7% | -7 | -1%
O=C(Nc1ccc(N2CCN(C(=O)c3ccc(Cl)cc3)CC2)cc1)c1ccc(Br)o1 | ? | 0% | 17 | -14%
Cc1cc(NC(=O)CSc2nnc(Cc3ccccc3)n2C)no1 | ? | · | 3 | -3%
O=C(NC(NC(=S)Nc1cccc(C(=O)O)c1)C(Cl)(Cl)Cl)OCc1ccccc1 (stereo not drawn) | -19 | · | · | -9%
CC(C)Oc1ccc(/C=C(\NC(=O)/C=C/c2ccco2)C(=O)NCCc2nc3ccccc3[nH]2)cc1 | -12 | · | 6 | -2%
O=C(COC(=O)c1ccco1)Nc1ccc2c(c1)OCCO2 | -7 | 1% | -1 | -2%
CC(C)C(=O)NCCc1nc2ccccc2n1CCCOc1ccc(Cl)cc1 | 60 | 48%[activator] | 12 | 2%
CCSc1nnc(-c2sc3nnc(-c4ccccc4)c(-c4ccccc4)c3c2N)o1 | -17 | -10% | -7 | -4%

# Bioassay records as filed in PubChem BioAssay.

# An excerpt; count on the stated rates, not on these rows.
